# JMJD2E inh: inhibitors of human JMJD2E histone demethylase. B2RXH2. 230,000 tested, 1.6% active. Potency, µM (doses to about 57.1 µM), without a hit: top-dose activity change, negative = inhibition, most hits filed as inhibitors. JMJD2E catalytic domain, FDH-coupled NADH fluorescence (FDH is formaldehyde dehydrogenase); active = well fitted inhibition curve with a large enough effect, not every such curve was filed as active; inconclusive = small, poorly fitted or top-dose-only effect, or another doubt; inactive = no such curve, though single readings can be large or run the other way;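 also: 0% = wells with enzyme and -100% = buffer wells without enzyme; nearly all actives have a fitted effect of over 50% in size; many of its hits are not listed in these tables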
# Target sequence (B2RXH2 1-337 limits assumed): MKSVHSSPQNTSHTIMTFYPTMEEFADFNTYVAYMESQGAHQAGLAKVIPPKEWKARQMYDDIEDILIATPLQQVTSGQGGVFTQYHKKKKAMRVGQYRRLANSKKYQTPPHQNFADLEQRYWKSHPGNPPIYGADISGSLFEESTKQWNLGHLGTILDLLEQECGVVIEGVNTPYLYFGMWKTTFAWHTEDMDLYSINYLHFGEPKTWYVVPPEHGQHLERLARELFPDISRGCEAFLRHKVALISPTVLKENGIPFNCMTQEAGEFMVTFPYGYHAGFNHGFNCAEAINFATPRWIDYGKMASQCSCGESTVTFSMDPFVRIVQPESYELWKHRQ
# Tau fibril ThT: inhibitors of human tau fibril formation, thioflavin T binding. P10636. recombinant tau K18 P301L, heparin-induced fibrillization, ThT fluorescence. Potency, µM (top dose mostly 57.4 µM), for the others: at the top dose activity, negative = inhibition, usual class: inhibitors. 270,000 tested, 2.1% active. AID 1460; also: % is scaled to controls: 0 for no effect and ±100 for the full control effect; nearly all actives have a fitted effect of over 55% in size
# Target sequence (P10636 561-689 P618L limits assumed): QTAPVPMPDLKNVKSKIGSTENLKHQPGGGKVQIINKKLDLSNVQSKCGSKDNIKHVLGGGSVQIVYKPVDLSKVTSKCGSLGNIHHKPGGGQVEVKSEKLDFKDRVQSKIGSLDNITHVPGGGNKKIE
#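 Using a mix of unlabeled (15 uM) and Alexa 594-labeled (0.24 uM) tau K18 P301L, heparin-triggered fibrillization over 6 hr at 37 C was scored by ThT fluorescence.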
# Tau fluor cs: counter-screen for tau fibril formation inhibitors; tau K18 P301L (four-repeat tau fragment) Alexa594 fluorescence, heparin fibrillization; Potency, µM (top dose mostly 57.7 µM), for inactives: at the top dose activity change, negative = decrease; AID 1463; 280,000 tested, 0.93% active; also: % is scaled to controls: 0 for no effect and ±100 for the full control effect; nearly all actives have a fitted effect of over 55% in size
#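 Human K18 P301L tau (15 uM unlabeled plus 0.24 uM Alexa 594-labeled, final) in 100 mM sodium acetate pH 7 was mixed with compound and 20 uM heparin and incubated 6 hr at 37 C.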
# Tau fibril FP: tau fibrillization inhibition (FP) | P10636 | K18 P301L tau heparin fibrillization, Alexa594 FP, 6 h | Potency, µM (doses to about 57.7 µM), for the others: at the top dose activity, negative = inhibition, hits mostly inhibitors | 280,000 tested, 0.39% active; also: % is scaled to controls: 0 for no effect and ±100 for the full control effect; nearly all actives have a fitted effect of over 55% in size
#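 Human K18 P301L fragment (15 uM unlabeled plus 0.24 uM Alexa 594-labeled) in 100 mM sodium acetate pH 7 with compound, aggregation induced by 20 uM heparin for 6 hr at 37 C. ThT (30 uM) added for 1 hr, then Alexa 594 FP read.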
# SMN2 splice up: enhancers of SMN2 splice variant expression; Potency, µM (highest dose often 46.1 µM), for the others: at the top dose activity change, positive = activation, actives largely listed as activators; HEK293 SMN2-luciferase splicing reporter, luminescence, 30-36 h; 210,000 tested, 2.8% active; also: % of control where 0% means no effect; nearly all actives have a fitted effect of over 55% in size
#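 HEK293 cells carry an SMN2 minigene-luciferase reporter in which exon 7 inclusion puts luciferase in frame. Cells were seeded at 2000 cells/well, attached for 10-12 hours, then exposed to compounds for 30-36 hours at 37C before ONE-Glo luminescence.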
# HTT cytoprotect: Huntington cell model cytoprotection by ATP luminescence; PC12 HTT-Q103 induced, cytoprotection, ATP luminescence, 40 h; Potency, µM (doses to about 56.4 µM), without a hit: cytoprotection (ATP increase), hits mostly activators; 230,000 tested, 0.14% active;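 also: % of control where 0% means no effect; nearly all actives have a fitted effect of over 45% in size; toxic huntingtin expression switched on by the ecdysone agonist tebufenozide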
#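 Compounds added alongside 100 nM tebufenozide, which induces toxic Q103 huntingtin exon 1-GFP in stable PC12 cells; surviving cells quantified by luminescent ATP measurement. Medium: phenol red-free DMEM, 5% equine and 5% calf serum.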
# ALDH1A1 block: blocks purified human ALDH1A1 activity | P00352 | AID 1030 | Purified ALDH1A1, NADH fluorescence, propionaldehyde substrate | 220,000 tested, 7.3% active | Potency, µM (series often up to 75.3 µM), for inactives: at the top dose activity, negative = inhibition, usual class: inhibitors; active = well fitted inhibition curve with a large enough effect, not every such curve was filed as active; inconclusive = small, poorly fitted or top-dose-only effect, or another doubt; inactive = no such curve, though single readings can be large or run the other way;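 also: plate controls were no enzyme wells and a reference inhibitor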
# Target sequence (P00352 whole entry, looked up): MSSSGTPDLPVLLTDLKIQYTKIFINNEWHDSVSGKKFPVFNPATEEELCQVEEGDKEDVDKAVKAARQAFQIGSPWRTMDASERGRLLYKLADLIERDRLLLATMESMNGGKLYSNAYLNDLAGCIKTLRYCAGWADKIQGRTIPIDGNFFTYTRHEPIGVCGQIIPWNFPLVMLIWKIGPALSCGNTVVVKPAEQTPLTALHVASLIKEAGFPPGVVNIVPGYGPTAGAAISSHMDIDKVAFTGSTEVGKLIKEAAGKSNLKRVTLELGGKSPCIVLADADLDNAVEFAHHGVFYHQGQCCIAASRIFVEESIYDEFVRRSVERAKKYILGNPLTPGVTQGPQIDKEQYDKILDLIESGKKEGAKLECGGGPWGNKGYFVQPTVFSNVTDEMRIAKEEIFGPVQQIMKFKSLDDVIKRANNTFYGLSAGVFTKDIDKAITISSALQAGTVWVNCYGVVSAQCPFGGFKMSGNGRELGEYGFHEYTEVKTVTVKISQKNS
# HTT aggregate: reduces HttQ103-GFP aggregates in PC12 cells; PC12 HttQ103-GFP aggregates, Acumen cytometry, 40 h; Potency, µM (doses to about 46.1 µM), for inactives: at the highest dose activity change, negative = inhibition, hits mostly inhibitors; 220,000 tested, 1.1% active; AID 1688; also: % is scaled to controls: 0 for no effect and ±100 for the full control effect; nearly all actives have a fitted effect of over 60% in size
#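 Steps: seed 1500 PC12 HTTQ103-GFP cells/well; add tebufenozide, 100 nM final; add compound titration; add ATPLite reagent; quantify GFP aggregates by laser scanning cytometry.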
# * marks the source's active call; other numbers are inactive results; ? = inconclusive; . = not tested or not shown; & = joins results of further samples; [ ] = dose if it differs, or a comment. Unless noted, calls follow the shape of the dose curve; as a rule, active = well fitted curve in the direction sought with a large enough effect; inconclusive = small, poorly fitted or top-dose-only effect, or another doubt; inactive = no such curve, though single readings can be large; an effect the other way counts as inactive or inconclusive. Potency is read from the fitted curve at half-maximal effect.
SMILES,JMJD2E inh,Tau fibril ThT,Tau fluor cs,Tau fibril FP,SMN2 splice up,HTT cytoprotect,ALDH1A1 block,HTT aggregate
CCCCOc1ccc(C(=O)N/N=C/c2ccc(OCCN3CCCCC3)c(OC)c2)cc1,?,7%,-22%,-10%,-31%[inhibitor],-13%[10 µM],-4%,0%
O=C1CC(C(F)(F)F)=NN1,-4%,-6%,-9%,1%,.,-5%[10 µM],-3%,-6%[9.22 µM]
Cn1cccc1/C=N/N1CCN(Cc2ccccc2)CC1,?,?,-16%,-1%,.,27%[10 µM],-11%,-3%[9.22 µM]
COc1ccc(/C(O)=C2/C(=O)C(=O)N(CC3CCCO3)C2c2ccc(OC)c(OC)c2)cc1 (stereo unspecified),13%,-6%,3%,-3%,-11%,27%,1%,-21%
CCCN(CCC)C(=O)C1c2ccccc2Oc2ccccc21,2%,-22%,-11%,1%,?,4%,-2%,-13%
CCc1ccc(NC(=O)C2CCCN2S(=O)(=O)c2ccc3c(c2)n(C)c(=O)c(=O)n3C)cc1 (stereo unspecified),?,0%&3%,6%&-2%,9%&6%,-7%,-31%[10 µM],.,13%[9.22 µM]
COc1cc(/C=C/c2ccc3cccc(OC)c3n2)c(O)c([N+](=O)[O-])c1,-7%,1µM*,?,-12%,-2%,.,10%,13%
S=C(Nc1ccc2c(c1)OCO2)Nc1ccc2c(c1)OCO2,-19%,25µM*,?,?,9%,31%[10 µM],?,10%
O=C(CCCn1c(=O)c2sccc2n(CC(=O)NCc2ccco2)c1=O)NCc1ccco1,-5%,-6%,2%,8%,-7%,5%[10 µM],-5%,-16%
CC(=O)Nc1ccc(S(=O)(=O)c2ccc(N)cc2)cc1N,-3%,-15%,-16%,5%,6%,?,5%,11%
O=C(Nc1ccc(CN2CCCCC2)cc1)c1sc2ccccc2c1Cl,-1%,.,-11%,-4%,.,1%[10 µM],.,8%[9.22 µM]
C=CCNc1sc(C(=O)c2ccccc2)c(N)c1C#N,-10%,-11%,-12%,6%,-5%,-25%,?,-14%
COc1ccc(NC(=O)c2cccc(NC(=O)C(C)C)c2)c([N+](=O)[O-])c1,0%,?,-24%,10%,26%,7%[10 µM],1%,-21%
O=C(CSc1nnc(-c2cccnc2)o1)Nc1ccc(Cl)cc1,-3%,-6%,2%,0%,20%,-45%[inhibitor],0%,16%
COc1cc(O)oc1C=Nc1ccc(Oc2ccccc2)cc1,-2%,?,-21%,14%,-23%,-28%,?,0%

# Results in JMJD2E inh and Tau fibril ThT (2 entries from above):
SMILES,JMJD2E inh,Tau fibril ThT
CC(=O)Nc1ccc(S(=O)(=O)c2ccc(N)cc2)cc1N,-3%,-15%
O=C(Nc1ccc(CN2CCCCC2)cc1)c1sc2ccccc2c1Cl,-1%,.

# (listing goes on)
SMILES,JMJD2E inh,Tau fibril ThT,Tau fluor cs,Tau fibril FP,SMN2 splice up,HTT cytoprotect,ALDH1A1 block,HTT aggregate
O=c1ccnc(Nc2ccc(Cl)cc2)[nH]1,3%,6%,-1%,-2%,.,20%[10 µM],.,-9%[9.22 µM]
CCOc1ccc(NC(=O)C2C3C=CC4(CN(C(C(=O)OC)C(C)C)C(=O)C24)O3)cc1 (stereo unspecified),-4%,-13%,-11%,-9%,-28%,-4%,6%,3%
C/C(=N\Nc1ncc(Cl)cc1Cl)c1ccc(C#N)cc1,?,?,-3%,-13%,-9%,-24%,9%,10%
CCOC(=O)CN(Cc1sccc1C)C(=O)Nc1cccc(OC)c1,0%,6%,9%,6%,11%,-5%[10 µM],-5%,2%
CS(=O)(=O)N(CC(=O)N1CCCC1)c1ccc2c(c1)OCCO2,9%,-9%,-2%,2%,-33%[inhibitor],4%,3%,-11%
COc1ccc(/C=C/C(=O)C2(O)CCCCC2)cc1OC,-28%,-10%,0%,8%,-23%,?,?,-18%
O=C(CCN1Cc2ccccc2C1)c1ccc2c(c1)OCCO2,-16%,?,3%,12%,-12%,-10%,1.3µM*,?
COCCn1nnnc1C(c1cc2cc(OC)ccc2[nH]c1=O)N1CCC(Cc2ccccc2)CC1 (stereo unspecified),?,-17%,-21%,9%,-15%,9%[10 µM],?,?
CN(C)S(=O)(=O)N(CCN1CCOCC1)Cc1ccccc1F,7%,-5%,-3%,1%,22%,-12%,-5%,-18%
O=C(Cc1cccc(C(F)(F)F)c1)NCc1ccc(Cl)cc1,4%,9%,0%,1%,-23%,41%[10 µM],1%,-10%
COc1ccc(NC(C#N)c2ccc(OC)cc2)cc1 (stereo unspecified),-9%,-16%,-18%,-10%,-4%,1%,?,-10%[9.22 µM]
N#Cc1ccc(S(=O)(=O)N2CCN(c3ncccn3)CC2)cc1,20%,-7%,-6%,-1%,.,-21%[10 µM],2%,0%[9.22 µM]
CC(C(=O)O)N1C(=O)c2ccccc2C1=O (stereo unspecified),-4%,-1%,-10%,0%,-20%,24%,10%,3%
O=C1c2cc([N+](=O)[O-])cc3cc([N+](=O)[O-])cc(c23)C(=O)N1c1ccccn1,?,?,-24%,-5%,-22%,-19%[10 µM],3%,26%[9.22 µM]
CCOC(=O)C1=C(C)Nc2ccccc2N=C1NC(=O)/C=C/c1ccc(OC)cc1OC,?,?,-29%,-5%,5%,-19%,20µM*,30%
O=C(CN1CCc2ccccc21)NN1CC(=O)N(c2ccc(Cl)cc2)CC1=O,-7%,-11%,-18%,2%,.,10%[10 µM],.,5%[9.22 µM]
Cc1ccc(NC(=O)Cn2c(CCC(=O)O)ccc2-c2cccs2)cc1,?,-6%&-19%,-4%&-16%,2%&-7%,8%&29%,-5%,?,-13%
COc1ccc(/C=C/C(=O)NC(=S)Nc2ccc(S(=O)(=O)Nc3cc(OC)ncn3)cc2)cc1,-7%,-8%,-24%,?,0%,-50%[inhibitor],28µM*,-26%
Cc1ccc(CN2C(=O)N/C(=C/c3cc(C)n(-c4ccccn4)c3C)C2=O)cc1,?,-9%,-21%,10%,4%,21%[10 µM],?,25%
CC(C)(C)OC(=O)NNC(=O)c1cccs1,5%,-1%,2%,4%,5%,-3%,4%,-13%
O=CN1CCCN(Cc2nc(Cc3ccccc3F)no2)CC1,-20%,0%,-9%,-4%,.,-10%[10 µM],?,-5%[9.22 µM]
O=C(N/N=C\c1ccc(Br)cc1)c1ccc(Cn2cccn2)o1,-2%,4%,3%,2%,21%,.,1%,2%
Cc1ccccc1Cn1cnc2ccccc2c1=O,-2%,6%,10%,9%,-2%,.,1%,1%
CCO[C@@H]1OC(C(=O)O)=C[C@H](c2ccc(Br)cc2)[C@H]1CCCO,3%,-2%,5%,4%,.,1%[10 µM],?,-2%[9.22 µM]
CCN(CC)S(=O)(=O)c1cc(NC(=O)C2Cc3ccccc3C(=O)O2)ccc1C (stereo unspecified),-5%,.,-28%,-9%,.,14%[10 µM],.,14%[9.22 µM]
COc1ccc(-c2[nH]ncc2CN(C)Cc2cccnc2)c(F)c1,-2%,-4%,-3%,9%,.,-2%[10 µM],?,-10%[9.22 µM]
O=C(Cn1ccc(C(F)(F)F)n1)N=Nc1c(O)[nH]c2ccc(Br)cc12,-14%,?,?,?,.,-15%,3%,-9%
COC(=O)c1c(NC(=O)C(C)Oc2ccc(Cl)cc2Cl)sc2c1CCCC2 (stereo unspecified),.,-17%,-12%,-12%,-6%,.,.,.
Nc1nn(-c2cccc(F)n2)cc1-c1ccc(Cl)cc1,8%,?,-8%,-7%,18µM*,-96%[inhibitor],-2%,21%
COc1ccc(NC(=O)Nc2ccccc2C)c(OC)c1,1%,-10%,-11%,6%,-9%,-12%,8%,12%
CC1(C)Cc2ccccc2C(=NCC(=O)O)N1,-7%,-2%,4%,0%,8%,-12%[10 µM],3%,-15%[9.22 µM]
COc1ccccc1N1CCN(CCC(=O)Nc2ccc3c(c2)OCO3)CC1,-1%,-22%,-15%,6%,-12%,-36%,-3%,3%
CC(C)c1ccccc1NC(=O)CNCCc1ccc(C(F)(F)F)cc1,3.2µM*,-11%,-21%,-4%,.,3%[10 µM],.,-17%[9.22 µM]
FC(F)(F)C(Oc1nc(NC2CCCCC2)nc(N2CCOCC2)n1)C(F)(F)F,1%,-16%,-14%,-6%,-25%,15%,-1%,-11%
COc1cc(CNc2ccc(CNc3ncn[nH]3)cc2)cc(Cl)c1OCc1ccccc1,-5%,8%,1%,3%,.,0%[10 µM],18%,-17%
CCOc1cc(N2CCOCC2)c(OCC)cc1NC(=O)CSc1nccc(C)n1,5%,-10%,-11%,1%,-1%,3%[10 µM],1%,3%
O=C(Nc1cc(Cl)cc(Cl)c1)C(NCCCO)c1ccccc1 (stereo unspecified),-29%,-3%,-18%,-5%,1%,-39%[inhibitor],1.3µM*,3%
Cc1ccc(C)c(Cn2c3ccccc3c3cnn(CC(=O)NCCC4=CCCCC4)c(=O)c32)c1,.,3%,-3%,?,5%,.,.,.
CCOC(=O)N1CCC(NC(=O)CS(=O)(=O)Cc2nc(-c3ccccc3C)oc2C)CC1,-2%,-7%,-9%,5%,-45%[inhibitor],11%[10 µM],-5%,-8%
OC(c1ccccc1)(c1ccccc1)C1CCN(C(=S)NCCc2ccccc2)CC1,8%,-8%,-21%,-8%,.,-62%[inhibitor],-16%,?
Cc1c(N2C(=O)C3C4C=CC(C4)C3C2=O)c(=O)n(-c2ccccc2)n1C (stereo unspecified),?,0%,6%,8%,.,0%[10 µM],.,-2%[9.22 µM]
COc1ccc(C(CCN2CCOCC2)c2c(OC)cc(OC)c3c(C)cc(=O)oc23)cc1 (stereo unspecified),?,-7%,1%,2%,.,-21%[10 µM],.,-10%[9.22 µM]
O=C1NC(c2ccco2)Nc2ccccc21 (stereo unspecified),?,-3%,6%,1%,13%,9%[10 µM],?,-14%
N#Cc1ccc(CSc2nnc(-c3ccccn3)n2-c2ccc(Cl)cc2)cc1,2%,-12%,-11%,-8%,-17%,-10%,-6%,26%
O=C(NCC1CCCO1)c1cccc(N2CCCC2=O)c1 (stereo unspecified),3%,-6%,-5%,-13%,6%,9%[1.9 µM],4%,-8%

# High-throughput results deposited in PubChem by National Center for Advancing Translational Sciences (NCATS).

# An excerpt. The share of hits here may be higher or lower than overall.
